From PubChem BioAssay
D2 PAM: positively modulates the human D2 dopamine receptor allosterically | potentiation, % at 10 µM | HEK293 T-REx D2, calcium flux, EC20 dopamine potentiation | 340,000 compounds, 0.34% hits | P14416;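 active = potentiation over 3 SD above the plate norm, cut at about 30% in these data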; also: 0% is about no effect
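Tetracycline-induced Hek293 Trex D2 cells, force-coupled to calcium, loaded with no-wash calcium dye. Compound added with 180 s kinetic read for agonism, then EC20 dopamine and a further 180 s read for potentiation.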
TRHR enhancer: TRH receptor (human) allosteric enhancement; P34981; TRHR cells, fluo-8 calcium fluorescence, EC20 TRH enhancement; enhancement, % at 2 µM; 360,000 compounds, 0.66% hits; AID 493056; in the data active = enhancement above about 30%; also: 0% is about no effect
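TRHR-expressing cells loaded with fluo-8 calcium dye were read kinetically (ex 480/em 530) during compound addition, then stimulated with an EC20 of TRH (10 nM final). Enhancement of the Gq-mediated intracellular calcium response was scored.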
D1 ag: agonists of human D1 dopamine receptor; P21728; HEK293 T-REx D1 cells, calcium flux, agonist mode; activation, % at 2 µM; 360,000 compounds, 1% hits; AID 504660; in the data active = activation above about 30%; also: 0% is about no effect
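Tetracycline-induced HEK293 TREx D1 cells, force-coupled to calcium signalling, were dye-loaded with a no-wash calcium kit. Compound was pin-added after a 10 s baseline. Fluorescence was read kinetically at 1 cycle/s for 180 s, with calcium rises flagged as agonism.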
D1 PAM: enhances dopamine response at the human D1 receptor; P21728; HEK293 TREx D1 cells, calcium flux, dopamine EC20 potentiation; potentiation, % at 10 µM; 360,000 compounds, 0.036% hits; AID 504651; in the data active = potentiation above about 30%; also: 0% is about no effect
TRHR agonist: TRH receptor (human) agonism; TRHR cells, calcium flux fluo-8, FDSS agonist mode; activation, % at 2 µM; P34981; 360,000 compounds, 0.18% hits; in the data active = activation above about 30%; also: 0% is about no effect
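Steps: seed TRHR cells overnight; add fluo-8 no-wash Ca dye, RT 30 min–1.5 h; record 10 s baseline; pin-transfer compounds; monitor fluorescence 1 cycle/s for the agonist window. Calcium increases flag candidate agonists.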
Apoferritin bind: candidate novel general anesthetic via apoferritin binding; P02791; apoferritin/1-aminoanthracene competitive binding, fluorescence; Potency, µM (doses to about 77.5 µM), for inactives: at the top dose activity change, negative = displacement, actives largely listed as inhibitors; 350,000 compounds, 0.074% hits; AID 485281; also: potency is read from the fitted curve at half-maximal effect; % is scaled to controls: 0 for no effect and ±100 for the full control effect; nearly all actives have a fitted effect of over 20% in size
Target sequence (P02791 2-175 limits assumed): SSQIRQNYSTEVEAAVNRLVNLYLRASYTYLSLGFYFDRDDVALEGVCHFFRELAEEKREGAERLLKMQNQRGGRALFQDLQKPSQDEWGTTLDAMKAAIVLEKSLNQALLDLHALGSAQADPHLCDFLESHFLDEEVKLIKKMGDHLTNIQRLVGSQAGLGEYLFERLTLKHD
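Read-out: endpoint 1-AMA fluorescence, excitation 380 nm and emission 535 nm, after compounds sit 10 min at room temperature with 10 uM horse-spleen apoferritin in 50% saturated 1-AMA/PBS. Values come from four-parameter Hill fits.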
RXFP1 antagonist: antagonists of human relaxin receptor RXFP1. activity change, negative = inhibition, % at 57.5 µM. HEK293-RXFP1, relaxin-stimulated cAMP HTRF, 30 min; stronger effect = lower value. 350,000 compounds, 0.59% hits. AID 1259400. Q9HBX9;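 active = activity change of -60% or lower, but not beyond a set lower limit; inconclusive = change between -60% and -40%, or beyond the set limit; inactive = change above -40%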; also: % is scaled to controls: 0 for no effect and ±100 for the full control effect
Target sequence (Q9HBX9 whole entry, looked up): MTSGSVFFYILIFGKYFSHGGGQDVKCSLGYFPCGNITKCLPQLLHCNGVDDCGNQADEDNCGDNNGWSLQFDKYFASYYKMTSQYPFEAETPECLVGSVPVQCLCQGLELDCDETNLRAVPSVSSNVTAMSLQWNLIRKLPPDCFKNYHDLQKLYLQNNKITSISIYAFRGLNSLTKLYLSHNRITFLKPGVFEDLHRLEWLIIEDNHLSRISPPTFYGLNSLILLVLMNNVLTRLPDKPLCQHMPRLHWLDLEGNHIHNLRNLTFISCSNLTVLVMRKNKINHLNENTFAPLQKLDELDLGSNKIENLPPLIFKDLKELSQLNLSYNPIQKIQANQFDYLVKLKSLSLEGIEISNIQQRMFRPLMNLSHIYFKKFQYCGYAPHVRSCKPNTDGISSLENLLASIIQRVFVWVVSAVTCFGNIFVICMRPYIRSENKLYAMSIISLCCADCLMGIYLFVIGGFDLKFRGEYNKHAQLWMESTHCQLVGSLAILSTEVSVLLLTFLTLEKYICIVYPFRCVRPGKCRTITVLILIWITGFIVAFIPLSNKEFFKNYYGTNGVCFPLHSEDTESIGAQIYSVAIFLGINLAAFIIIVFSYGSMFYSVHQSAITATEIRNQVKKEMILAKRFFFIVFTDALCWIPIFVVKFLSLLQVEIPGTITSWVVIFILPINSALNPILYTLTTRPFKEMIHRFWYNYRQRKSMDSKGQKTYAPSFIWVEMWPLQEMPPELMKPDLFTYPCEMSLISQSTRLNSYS
RXFP1 ag: agonists of human relaxin receptor RXFP1. 370,000 compounds, 0.3% hits. Q9HBX9. AID 2676. HEK293T-RXFP1 cAMP TR-FRET, 30 min; response scale: percent of porcine relaxin response, buffer zero. Potency, µM (series often up to 57.5 µM), without a hit: at the top dose activation, most hits filed as activators; also: potency is read from the fitted curve at half-maximal effect; % is scaled to controls: 0 for no effect and ±100 for the full control effect; nearly all actives have a fitted effect of over 60% in size; many of its hits are not listed in these tables
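HEK293T cells stably expressing RXFP1 were pretreated with the PDE4 inhibitor Ro 20174, exposed to compounds for 30 min at 37C, lysed, and cAMP was read by TR-FRET. Data normalized to buffer (basal) and 29 nM porcine relaxin (100%).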
D1 antag: blocks dopamine activation of the human D1 receptor; activity change, negative = inhibition, % at 10 µM; HEK293 TREx D1 cells, calcium flux, dopamine EC80; stronger effect = lower value; 360,000 compounds, 3.2% hits; AID 504652; in the data active = activity change below about -30%; also: % is scaled to controls: 0 for no effect and ±100 for the full control effect
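Kinetic fluorescence of a calcium dye serves as the read-out. D1-expressing Hek293 Trex cells, induced overnight at 30 C, are exposed to compound for 180 s before an EC80 dopamine addition, then read 180 s further.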
Active calls of the source: *; ? = inconclusive; . = no result given; & = joins results of further samples; [ ] = dose if it differs, or a comment. Unless noted, calls follow the shape of the dose curve; as a rule, active = well fitted curve in the direction sought with a large enough effect; inconclusive = small, poorly fitted or top-dose-only effect, or another doubt; inactive = no such curve, though single readings can be large; an effect the other way counts as inactive or inconclusive. This is a subset. The share of hits here may be higher or lower than overall.

SMILES	D2 PAM	TRHR enhancer	D1 ag	D1 PAM	TRHR agonist	Apoferritin bind	RXFP1 antagonist	RXFP1 ag	D1 antag
Cc1ccc(S(=O)(=O)N2CCN(C(=O)COC(=O)c3c(C)noc3C)CC2)c(C)c1	12	1	1	2	-0.1	1%	-4	10%	-3
CCOc1ccc(NC(=O)CCN2CCN(S(=O)(=O)c3ccc(Cl)cc3)CC2)cc1	2	9	0	3	-0.1	-23%	13	0.4%	3
Cc1nn(C)c2c1c(C(F)(F)F)cc(=O)n2CC(=O)Nc1ccc(F)cc1F	.	4	6	-3	-0.6	46%	-8	1.0%	8
CC(=O)N1N=C(c2ccc(Br)cc2)OC12CCCC2	3	-1	1	-1	-0.2	-9%	-7	4.0%	3
O=C(NCC1CCCN1S(=O)(=O)c1cccs1)c1ccc([N+](=O)[O-])cc1 (configuration not stated)	-8	5	3	-2	-0.1	.	-7	2.7%	-9
Cc1cc(C)c(NS(=O)(=O)c2ccc(NC(=O)c3cccs3)cc2)c(C)c1	5	-1	14	-6	1.2	-9%	13	5.2%	-8
O=C(NC1CCCC1)C(c1ccncc1)N(Cc1ccccc1F)C(=O)c1csnn1 (configuration not stated)	.	2	-1	-8	0.4	13%	4	0.5%	0
COc1ccc(OC)c(S(=O)(=O)Nc2cccc(F)c2)c1	4	-8	4	-6	-0.6	-16%	18	-0.5%	5
NC(=O)COC(=O)[C@H](Cc1ccccc1)NS(=O)(=O)c1ccc2c(c1)OCCO2	-1	3	2	11	-0.3	.	-4	0.9%	-1
CC(=O)C1=C(O)C(=O)N(c2ccc(Br)cn2)C1c1ccc(Br)cc1 (configuration not stated)	-6	-3	2	-8	0.3	-6%	-10	21%	6
Cc1cc(O)ccc1NC(=O)c1ccccc1	-14	-1	4	-2	1.3	-7%	5	-0.9%	-8
CN(c1ccccc1)S(=O)(=O)c1ccc(C(=O)NCc2ccccc2F)cc1	5	2	24	.	0.4	.	6	0.5%	-15
Cc1ccc(-c2nc3ccccc3s2)cc1NC(=O)COc1ccccc1	1	1	0	0	-0.6	-5%	-1	?	-5
Cc1cc(C)cc(-n2ccn(CC(=O)Nc3ccccc3C(F)(F)F)c(=O)c2=O)c1	-2	-7	10	-4	-0.2	-5%	1	2.4%	-14
COc1ccc(-c2nc(N)n(C(=O)c3ccc(C)cc3)n2)cc1	11	-1	1	4	-0.1	5%	-13	0.1%	18
CCN1C(C#N)=C(C#N)N=C(C)CC1(C)C	-8	7	5	-3	-0.1	-11%	12	1.1%	10
Cc1c(NC(=O)COC(=O)/C=C/c2ccccc2Br)c(=O)n(-c2ccccc2)n1C	6	0	0	2	-0.4	.	-5	-0.7%	.
O=C(c1cccs1)N1CCC(c2nc(-c3ccc(S(=O)(=O)N4CCOCC4)cc3)no2)CC1	3	2	7	-2	0.7	-16%	10	0.7%	1
CC1(C)C2CCC1(CS(=O)(=O)NCc1ccc(Cl)cc1Cl)C(=O)C2 (configuration not stated)	22	2	-1	-5	2.6	?	9	0.6%	5
COc1cc(OC)c(NC(=O)C2=C(C)C(=O)OC23CCCCC3)cc1Cl	10	5	2	-4	0.6	-9%	6	-2.9%	0
CCCN(CC(=O)Nc1ccc(Cl)cc1Cl)C(=O)/C=C/c1cc(OC)ccc1OC	-6	-2	5	3	-0.7	44%[activator]	19	0.5%	12
O=C(CCc1nnc2n(Cc3ccc(F)cc3)c(=O)c3ccccc3n12)NCCCN1CCOCC1	13	3	2	-2	0.5	2%	17	6.0%	-5
O=C(O)c1sccc1Oc1ccc(F)cc1[N+](=O)[O-]	-1	-1	9	-5	-0.7	-17%	-8	0.2%	6
COc1ccc(NC(=O)c2nnn(Cc3nc(-c4cc(Br)ccc4OC)oc3C)c2C)cc1	13	11	-2	3	0.2	0%	.	0.4%	4
CC(OC(=O)c1cc(=O)[nH]c2ccccc12)C(=O)NC1CCCCC1C (configuration not stated)	5	-28	2	-1	-0.6	.	-1	1.6%	-1
CC(=O)Nc1cccc(Oc2cc(C#N)c(C#N)cc2N2CCOCC2)c1	0	7	2	-2	0.8	-3%	0	3.6%	6
C=CCNC(=S)NNC(=O)CC12CC3CC(CC(C3)C1)C2	-5	-26	1	-15	0.2	-21%	8	-1.6%	-42*
CCOC(=O)C1CCN(CC(O)COc2ccc(C(C)(C)C)cc2)CC1 (configuration not stated)	6	11	29	-6	-0.6	?	-18	-0.4%	-3
Cc1sc(NC(=O)c2c(F)cccc2F)nc1-c1ccccc1	12	6	8	-1	-0.2	-17%	-38	4.4%	9
CCOc1cc(S(=O)(=O)NCCc2c(C)[nH]c3ccc(C)cc23)ccc1Br	-3	-7	0	-5	1.6	62%[activator]	-7	4.4%	0

An excerpt from above in order of length of the SMILES, high to low:
SMILES	D2 PAM	TRHR enhancer	D1 ag	D1 PAM	TRHR agonist	Apoferritin bind	RXFP1 antagonist	RXFP1 ag	D1 antag
O=C(c1cccs1)N1CCC(c2nc(-c3ccc(S(=O)(=O)N4CCOCC4)cc3)no2)CC1	3	2	7	-2	0.7	-16%	10	0.7%	1
CC(=O)Nc1cccc(Oc2cc(C#N)c(C#N)cc2N2CCOCC2)c1	0	7	2	-2	0.8	-3%	0	3.6%	6
CCOC(=O)C1CCN(CC(O)COc2ccc(C(C)(C)C)cc2)CC1 (configuration not stated)	6	11	29	-6	-0.6	?	-18	-0.4%	-3
C=CCNC(=S)NNC(=O)CC12CC3CC(CC(C3)C1)C2	-5	-26	1	-15	0.2	-21%	8	-1.6%	-42*

Going on with the list:
SMILES	D2 PAM	TRHR enhancer	D1 ag	D1 PAM	TRHR agonist	Apoferritin bind	RXFP1 antagonist	RXFP1 ag	D1 antag
COc1ccc(OC)c(-n2cnc3cc(C(=O)NCCc4ccccc4)ccc32)c1	-9	-2	0	-2	-0.6	5%	-4	6.4%	7
CCCCNC(=O)Nc1ccc(C2SCCS2)cc1	7	0	6	2	-1.1	-17%	-21	-0.1%	-11
Cc1cccc(C)c1NC(=O)c1cccc2c1-c1ccccc1C2=O	11	2	2	-3	0.1	-9%	.	-0.9%	0
Cc1cccnc1CNC(=O)C1CCC(=O)N(CCc2cccc(F)c2)C1 (configuration not stated)	-1	4	0	-13	-0.1	0%	11	1.5%	-9
Cc1ccc(/C([O-])=C(/C(=S)NCc2ccco2)[n+]2ccccc2)cc1	2	3	2	-3	-0.2	-12%	.	-0.4%	-5
CCCCOc1cccc(C(=O)N(Cc2ccccc2)C2CCS(=O)(=O)C2)c1 (configuration not stated)	20	-10	-3	6	-0.4	-18%	0	-5.0%	22
CC1(C)OC(=O)C=C[C@]2(C)[C@H]3CC[C@@]4(C)[C@H](C(=O)O)OC(=O)[C@H]5O[C@]54[C@]3(C)C(=O)C[C@@H]12	16	0	1	2	-0.2	.	.	2.3%	-14
COc1ccc(-n2nc3cc(C)c(NC(=O)Cc4ccc(Cl)cc4)cc3n2)cc1	0	6	2	0	-0.7	-5%	.	1.6%	5
COCCCNc1nc(N)c([N+](=O)[O-])c(NC2CCCCC2)n1	20	4	2	5	-1.0	-3%	3	0.8%	42
CN(Cc1ccccc1)C(=O)C1CCN(S(=O)(=O)c2ccc(-n3cnnn3)cc2)CC1	-6	3	0	-4	-0.1	-17%	10	1.6%	-1
CCCCC(=O)Nc1ccccc1Oc1ccccc1	10	-2	3	3	-1.5	-16%	0	1.7%	2
O=C(CCCc1c[nH]c2ccccc12)N[C@@H](Cc1c[nH]c2ccccc12)C(=O)O	-5	-5	0	4	0.4	6%	0	-0.5%	-19
Cc1cc(C(=O)OCC(N)=O)c(C)n1-c1ccccc1	5	5	2	-2	0.0	4%	?	-2.7%	-4
CCOC(=O)N1CCC(NC(=O)Cn2ncc3c2-c2cc(C)ccc2OC3)CC1	7	-9	6	.	0.7	3%	12	2.3%	8
Cn1c(N/N=C\c2cccc(O)c2)cc(=O)n(C)c1=O	.	0	1	-4	0.8	-12%	-7	3.5%	-4
COc1ccc(C(=O)Nc2ccc3c(c2)OCCO3)cc1	-5	2	0	0	0.0	-5%	15	1.1%	-11
Cc1ccc(-n2ncc(Cl)c2C(=O)NC2CC2)cc1	.	-2	2	-4	2.0	?	-14	-1.2%	-5
CCOc1ccccc1NC(=O)c1ccc([N+](=O)[O-])cc1	-1	0	3	-2	-2.0	-8%	.	0.1%	7
Cc1cc(NC(=O)CN(C)CC(=O)Nc2ccc(F)c(F)c2F)no1	-1	6	2	13	1.4	.	-5	0.4%	13
C/C(=C\c1ccc(F)cc1)C(=O)c1c(C)cc(C)[nH]c1=O	7	0	3	-3	-0.8	3%	12	-2.7%	11
CCc1ccccc1N(C)C(=O)c1sc2nc3n(c(=O)c2c1C)CCCCC3	-3	-4	10	-5	0.5	0%	-9	1.4%	4
COc1ccc(C(=O)OCC(=O)NC(=O)NCc2ccccc2)cc1[N+](=O)[O-]	-1	6	6	2	-1.3	.	-3	2.4%	-17
COCCOC(=O)c1c(C)oc2ccc(OS(C)(=O)=O)cc12	18	12	-1	0	-0.4	-8%	0	-2.4%	6
O=C(COc1ccccc1Cl)Nc1ccc(N2CCN(C(=O)c3ccccc3)CC2)cc1	22	2	2	3	-0.3	66%[activator]	-6	0.2%	-52*
O=C(C1CCN(c2nnc(N3CCCC3=O)s2)CC1)N1CCN(c2cccc(C(F)(F)F)c2)CC1	-9	-8	9	-8	-2.0	-4%	-16	-0.9%	-1
Cn1cnnc1SCC(=O)Nc1ccccc1Oc1ccccc1	17	26	0	2	0.3	2%	-2	-0.1%	-4
O=C(CCn1c(=O)c2cccn2c2cccnc21)N1CCN(c2cccc(Cl)c2)CC1	1&-1	-6&-11	2&2	-4&-2	1.7&0.4	-13%&36%	14&9	1.8%&0.0%	-4&-13
COc1ccc(OCC(=O)OCc2cc(=O)n3cc(C)sc3n2)cc1	-3	0	13	-7	0.3	-1%	.	1.7%	4
O=c1[nH]c(CSc2ncnc3sccc23)nc2cc(C(F)(F)F)ccc12	11	9	4	1	0.2	26%	-6	-2.7%	17
CC12CCC(C/C1=N\OC(=O)c1ccc(F)cc1)C2(C)C (configuration not stated)	-4	-7	14	-5	-0.8	-23%	-24	1.6%	-2
Cc1ccc(C(=O)OCC(=O)NCCC2=CCCCC2)s1	-14	0	1	-5	-0.5	-12%	-7	0.4%	3
Cc1nn(Cc2ccc(Cl)cc2)c(C)c1NC(=O)c1c(-c2ccccc2)noc1C	-15	-9	0	8	1.2	-4%	-6	0.4%	-3
